Bioassay records from PubChem.
SRC3 inh: SRC3 coactivator transcriptional activity inhibitors, primary screen, cell-based, luminescence; Nuclear receptor coactivator 3 (Homo sapiens), Q9Y6Q9; HEK293 GAL4-SRC3 luciferase reporter; inhibition, % at 3.6 µM; 360,000 tested, 0.17% active; AID 588352, 2011;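 active means inhibition above a per-campaign cutoff, the mean of all compounds plus 3 SD, cut at about 60% in these data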;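 further: 0% = DMSO-treated cells and 100% = gossypol-treated cells at 36 µM; higher means less SRC3-driven luciferase light from the GAL4 reporter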
TWEAK-Fn14 inh: inhibitors of TWEAK-Fn14 signaling, primary screen, luciferase reporter cells, uHTS | TWEAK-stimulated Fn14 reporter cells, luciferase luminescence, 8 h | inhibition, % at 10 µM | 360,000 tested, 2% active; in the data active means inhibition above about 50%
COUP-TFII inh: NR2F2 transcriptional activity inhibitors, primary screen, cell-based, luciferase reporter, HEK293T, luminescence; COUP transcription factor 2 (Homo sapiens), P24468; HEK293T NGFI-A luciferase reporter; inhibition, % at 8.6 µM; 370,000 tested, 0.7% active; AID 686940, 2013;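 active means inhibition above a per-plate cutoff, mean inhibition of test wells between control levels plus 3 SD, cut at about 38% in these data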;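 further: cells cotransfected with COUP-TFII expression vector driving the NGFI-A reporter; 0% = median of COUP-TF2 test wells and 100% = reporter-only cells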
EBV LMP1 NFkB: EBV LMP1-driven NF-kappaB luciferase reporter inhibitors, primary screen, cell-based, luminescence, single point. LMP1-induced NF-kappaB luciferase reporter cells. 350,000 tested, 0.69% active. AID 504558, 2011. inhibition, % at 12.5 µM; in the data active means inhibition above about 41%;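 further: 0% = neutral control wells and 100% = reference inhibitor control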
TROY NFkB inh: inhibitors of TROY-driven NF-kB signaling, primary screen, Q293 LMP1-TROYcd cells, NF-kB luciferase, uHTS | 360,000 tested, 0.98% active | AID 1347056, 2019 | Q293 LMP1-TROYcd NF-kB luciferase reporter, 4 h | inhibition, % at 10 µM;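 active means compounds whose plate-normalised and pattern-corrected inhibition of the luciferase reporter signal at the single screening dose is 50% or more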
NR5A2 inv ag: LRH-1 (NR5A2) inverse agonists, primary screen, cell-based, luminescence, HEK293T, StAR-luciferase reporter; Nuclear receptor subfamily 5 group A member 2 (Homo sapiens), O00482; LRH-1 transfected, 24 h; inhibition, % at 3.6 µM; 360,000 tested, 0.13% active;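 active means inhibition above the mean inhibition of all tested compounds plus 3 SD, cut at about 73% in these data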;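 further: 0% = DMSO wells and 100% = reporter-only cells lacking LRH-1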
Target sequence (O00482 whole entry, looked up): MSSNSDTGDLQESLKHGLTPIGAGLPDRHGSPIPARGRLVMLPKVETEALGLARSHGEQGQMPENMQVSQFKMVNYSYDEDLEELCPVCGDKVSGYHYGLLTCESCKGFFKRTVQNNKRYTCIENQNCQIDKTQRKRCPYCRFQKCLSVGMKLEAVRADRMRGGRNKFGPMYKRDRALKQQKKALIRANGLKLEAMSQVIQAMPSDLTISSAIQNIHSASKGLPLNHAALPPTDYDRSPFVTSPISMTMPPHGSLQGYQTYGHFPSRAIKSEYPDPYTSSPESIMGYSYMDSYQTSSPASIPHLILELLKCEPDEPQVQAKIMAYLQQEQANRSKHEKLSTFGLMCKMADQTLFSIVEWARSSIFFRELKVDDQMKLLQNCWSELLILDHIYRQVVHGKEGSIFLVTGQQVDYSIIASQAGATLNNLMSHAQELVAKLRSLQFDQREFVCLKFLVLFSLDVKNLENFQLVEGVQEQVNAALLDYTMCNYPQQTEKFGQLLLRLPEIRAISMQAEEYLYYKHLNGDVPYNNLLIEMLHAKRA
TLR9-MyD88 inh: inhibitors of TLR9-MyD88 association in cells, primary screen, cell-based, CHO, BLA complementation, fluorescence; 340,000 tested, 0.21% active; inhibition, % at 4.98 µM; CCF4 FRET ratio; Toll-like receptor 9 (Homo sapiens) + Myeloid differentiation primary response protein …; AID 504734, 2011;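 active means inhibition above the mean over all tested compounds plus 3 SD, cut at about 21% in these data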;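 further: 0% = DMSO only wells and 100% = clavulanate BLA inhibitor control wells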
NCOA1 inh: SRC1 coactivator transcriptional activity inhibitors, primary screen, cell-based, luminescence; Nuclear receptor coactivator 1 (Homo sapiens), Q15788; HEK293 GAL4-SRC1 luciferase reporter; inhibition, % at 3.6 µM; 360,000 tested, 0.12% active; AID 588354, 2011;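 active means inhibition above the campaign mean plus 3 SD, with each screening campaign given its own cutoff, cut at about 60% in these data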;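 further: 0% = DMSO treated cells and 100% = gossypol at 36 µM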
C8 TRAIL sens: viability loss with TRAIL in NB7+C8 cells, primary screen, TRAIL sensitizer project, cell-based, ATPlite luminescence. inhibition (viability loss, TRAIL sensitization), % at 10 µM. 360,000 tested, 1% active. AID 624354, 2012;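 active means compounds causing at least 50% loss of cell viability in the single-dose screen, relative to plate controls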
NCOA2 inhibitor: inhibition of GAL4-SRC2 driven luciferase reporter, primary screen, SRC2 inhibitor project, cell-based, luminescence; HEK293 GAL4-SRC2 luciferase reporter; inhibition, % at 9 µM; AID 651957, 2012; Nuclear receptor coactivator 2 (Homo sapiens), Q15596; 370,000 tested, 0.17% active;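 active means inhibition above the mean inhibition of all tested compounds plus 3 SD, set per campaign, cut at about 52% in these data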;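 further: 0% = DMSO treated cells and 100% = cells given Gossypol at 36 µM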
NOD2-RIPK2 inh: NOD2-RIPK2 binding disruptors in cells, primary screen, fluorescence, CHO cells, BLA complementation | Receptor-interacting serine/threonine-protein kinase 2 (Homo sapiens), O43353 | AID 624267, 2012 | inhibition, % at 4.98 µM | CCF4 ratio | 360,000 tested, 0.38% active; in the data active means inhibition above about 21%;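 further: 0% = vehicle only and 100% = reference blocker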
Target sequence (O43353 whole entry, looked up): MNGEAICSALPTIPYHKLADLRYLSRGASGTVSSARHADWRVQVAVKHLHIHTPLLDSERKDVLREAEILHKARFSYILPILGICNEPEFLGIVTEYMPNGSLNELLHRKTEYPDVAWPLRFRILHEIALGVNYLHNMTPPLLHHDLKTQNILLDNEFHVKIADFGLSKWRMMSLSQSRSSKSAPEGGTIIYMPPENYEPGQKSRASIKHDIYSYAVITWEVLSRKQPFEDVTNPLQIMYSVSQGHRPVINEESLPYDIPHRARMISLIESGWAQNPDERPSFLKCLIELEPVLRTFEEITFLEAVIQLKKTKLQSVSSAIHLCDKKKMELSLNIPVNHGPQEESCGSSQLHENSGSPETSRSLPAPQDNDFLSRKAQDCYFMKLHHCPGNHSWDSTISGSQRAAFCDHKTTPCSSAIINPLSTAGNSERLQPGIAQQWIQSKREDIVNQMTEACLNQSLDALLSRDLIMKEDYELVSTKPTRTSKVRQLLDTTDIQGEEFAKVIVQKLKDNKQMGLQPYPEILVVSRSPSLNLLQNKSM
Numbers without * were called inactive; x = not tested or not shown.

mol	NCOA2 inhibitor	C8 TRAIL sens	NR5A2 inv ag	EBV LMP1 NFkB	TROY NFkB inh	TLR9-MyD88 inh	COUP-TFII inh	NCOA1 inh	NOD2-RIPK2 inh	TWEAK-Fn14 inh	SRC3 inh
COc1ccc(OC)c(C(=O)c2ccc(C(=O)Nc3ccc4ccccc4c3)cc2)c1	-17	38	1	0	-7	8	-2	-88	-2	-11	-179
CCCn1nnc(NC(=O)COc2ccc(Cl)cc2)n1	-1	-7	14	5	-1	-5	-9	-12	-9	-9	10
Cc1ccc(S(=O)(=O)N2CCCC2C(=O)O)cc1 (stereo unspecified)	11	-3	3	3	-10	-6	-10	-27	-18	3	-11
CCOC(=O)C1=C(O)/C(=C/c2cc(OC)c(OC)c(OC)c2)SC1=Nc1ccc(OC)cc1	-15	2	6	16	-1	-2	-11	12	-1	-5	13
COc1ccc(-c2[nH]ncc2CN2CCC(C(=O)N3CCOCC3)CC2)c(F)c1	10	-4	1	-6	8	-7	7	3	-3	11	-18
N#Cc1nc(-c2ccco2)oc1NCCCn1ccnc1	-15	-2	-3	-7	x	1	3	4	1	24	2
CCOc1ccc(N(C(=O)C2CCCO2)C2C=CS(=O)(=O)C2)cc1 (stereo unspecified)	5	-6	6	3	-9	-8	2	-98	-11	0	10
CC(=O)C1=C(O)C(=CC=Cc2ccccc2)OC1=O	-30	33	-15	-9	-20	3	-17	-18	-5	5	-20
Cc1onc(-c2ccccc2)c1C(=O)N/N=C(\N)COc1ccc(Cl)cc1	-16	34	8	9	4	3	-14	-25	-1	1	2
O=C(NCCc1ccc(O)c(Br)c1)c1ccc(Br)o1	9	21	-4	x	-21	x	0	x	-3	-11	x
COc1ccc(CC(=O)NNS(=O)(=O)c2ccccc2[N+](=O)[O-])cc1	-10	17	-8	-4	-2	-2	-16	-9	-3	12	-8
CC(CN1CCCCC1)OC(=O)C1c2ccccc2Oc2ccccc21 (stereo unspecified)	17	10	2	-1	-14	1	-6	-3	1	-8	7

Some of the entries so far, with values under each structure.
Values in the order – NCOA2 inhibitor | C8 TRAIL sens | NR5A2 inv ag | EBV LMP1 NFkB | TROY NFkB inh | TLR9-MyD88 inh | COUP-TFII inh | NCOA1 inh | NOD2-RIPK2 inh | TWEAK-Fn14 inh | SRC3 inh
- COc1ccc(OC)c(C(=O)c2ccc(C(=O)Nc3ccc4ccccc4c3)cc2)c1
  -17 | 38 | 1 | 0 | -7 | 8 | -2 | -88 | -2 | -11 | -179
- CCCn1nnc(NC(=O)COc2ccc(Cl)cc2)n1
  -1 | -7 | 14 | 5 | -1 | -5 | -9 | -12 | -9 | -9 | 10
- Cc1ccc(S(=O)(=O)N2CCCC2C(=O)O)cc1 (stereo unspecified)
  11 | -3 | 3 | 3 | -10 | -6 | -10 | -27 | -18 | 3 | -11
- CCOC(=O)C1=C(O)/C(=C/c2cc(OC)c(OC)c(OC)c2)SC1=Nc1ccc(OC)cc1
  -15 | 2 | 6 | 16 | -1 | -2 | -11 | 12 | -1 | -5 | 13
- COc1ccc(-c2[nH]ncc2CN2CCC(C(=O)N3CCOCC3)CC2)c(F)c1
  10 | -4 | 1 | -6 | 8 | -7 | 7 | 3 | -3 | 11 | -18
- N#Cc1nc(-c2ccco2)oc1NCCCn1ccnc1
  -15 | -2 | -3 | -7 | x | 1 | 3 | 4 | 1 | 24 | 2
- CCOc1ccc(N(C(=O)C2CCCO2)C2C=CS(=O)(=O)C2)cc1 (stereo unspecified)
  5 | -6 | 6 | 3 | -9 | -8 | 2 | -98 | -11 | 0 | 10
- CC(=O)C1=C(O)C(=CC=Cc2ccccc2)OC1=O
  -30 | 33 | -15 | -9 | -20 | 3 | -17 | -18 | -5 | 5 | -20
- Cc1onc(-c2ccccc2)c1C(=O)N/N=C(\N)COc1ccc(Cl)cc1
  -16 | 34 | 8 | 9 | 4 | 3 | -14 | -25 | -1 | 1 | 2
- O=C(NCCc1ccc(O)c(Br)c1)c1ccc(Br)o1
  9 | 21 | -4 | x | -21 | x | 0 | x | -3 | -11 | x
- COc1ccc(CC(=O)NNS(=O)(=O)c2ccccc2[N+](=O)[O-])cc1
  -10 | 17 | -8 | -4 | -2 | -2 | -16 | -9 | -3 | 12 | -8
- CC(CN1CCCCC1)OC(=O)C1c2ccccc2Oc2ccccc21 (stereo unspecified)
  17 | 10 | 2 | -1 | -14 | 1 | -6 | -3 | 1 | -8 | 7

Following part:
mol	NCOA2 inhibitor	C8 TRAIL sens	NR5A2 inv ag	EBV LMP1 NFkB	TROY NFkB inh	TLR9-MyD88 inh	COUP-TFII inh	NCOA1 inh	NOD2-RIPK2 inh	TWEAK-Fn14 inh	SRC3 inh
Cc1nc2ccc(Br)cc2c2c1CC(CO)O2 (stereo unspecified)	0	3	2	-2	4	-6	-8	2	6	-14	2
CCN(c1ccccc1)S(=O)(=O)c1ccc(NCC2COc3ccccc3O2)nc1 (stereo unspecified)	0	13	7	-7	17	-12	14	-24	6	17	19
COc1ccc2c(c1)[nH]c1c(=O)n(CCc3cnc[nH]3)cnc12	-1	10	-21	-19	-8	1	14	-18	-5	13	-5
CCOc1ccc(CCNC(=O)CCNC(=O)c2ccc(Br)cc2)cc1OCC	1	-3	-6	-1	6	-1	22	-17	-7	-18	-17
COc1ccc(-c2nc3n(c2C)Cc2ccccc2-3)cc1	-54	13	-142	-39	-54	13	-28	-118	0	-13	-92
N#Cc1c(NCc2ccccc2)ccnc1Cl	30	-4	2	19	32	6	18	20	0	37	48
Cc1ccc(S(=O)(=O)c2c(CO)c(-c3ccccc3)nn2C)cc1	-30	9	13	-1	6	-7	10	-7	3	19	7
COc1ccc(NC(=O)Cn2cc(C(C)=O)c3ccccc32)cc1	23	0	31	2	10	-10	48*	19	-4	25	23
O=S1(=O)CC(c2ccccc2)=NN=C(c2ccccc2)C1	-43	75*	-148	21	38	-4	-82	-118	-55	89*	-123
Cc1cccc(CSc2ccc(S(=O)(=O)N3CCCC3)cn2)c1	11	4	2	3	-7	2	5	5	-5	7	-108
N#C/C(=C\c1ccc([N+](=O)[O-])cc1)C(=O)NCCCn1ccnc1	15	-20	-10	2	-9	0	1	-9	-4	-8	4
Cn1c(CN2CCCCC2)nc2cc(NS(=O)(=O)c3ccc(Cl)cc3)ccc21	16	5	12	5	-10	2	17	9	-12	11	13
CN(C)NC(=S)NC1CCS(=O)(=O)C1 (stereo unspecified)	-25	-6	6	3	-4	2	5	6	-22	-2	7
CC(NC(=O)CSc1nnc(CC(=O)Nc2ccc(Cl)c(Cl)c2)n1C)c1ccccc1 (stereo unspecified)	-21	-11	3	-3	-8	-5	-16	6	-2	12	2
Cc1cccc(C)c1OCc1nnc2c3cnn(C)c3ncn12	3	2	-9	14	11	-1	4	-5	-9	-14	9
CCCn1nc(Oc2nc(NC(C)C)nc(N(C)C)n2)ccc1=O	-21	-8	1	6	-10	2	0	8	-6	7	14
Cc1cc(C)cc(OCC(=O)N2N=C(c3cccnc3)CC2(O)C(F)(F)F)c1 (stereo unspecified)	1	-11	-6	9	2	-13	15	21	-3	6	17
O=C(NCC(c1ccco1)N1CCCC1)c1cccc(S(=O)(=O)N2CCc3ccccc32)c1 (stereo unspecified)	25	14	11	-7	11	7	34	9	-24	-3	0
CCC1(C)Cc2c(sc(NC(=O)CCC(=O)O)c2C#N)CO1 (stereo unspecified)	18	-5	17	-5	4	-38	-11	2	0	26	1
Cc1ccc(S(=O)(=O)N(C)CCCC(=O)Nc2cccc3ccccc23)cc1	-1	-10	23	2	31	-11	12	3	-1	19	23
CCCCCCCN1C(N(C)C)=NC[C@@H]1Cc1ccccc1	2	21	7	19	-12	-3	-3	-12	-3	12	25
CCc1cc(C(=O)N2CCCC(C(=O)c3ccc(C(F)(F)F)cc3)C2)n(C)n1 (stereo unspecified)	8	-5	-7	2	-8	0	0	-10	-8	-3	-23
Cc1ccc(-n2ccc(=O)c(C(=O)O)n2)cc1	-9	14	6	2	-8	3	6	-10	1	-8	7
COc1ccc([C@H]2C=C(C(=O)O)O[C@@H](OCCCCO)C2)cc1	0	-4	1	-5	-7	1	-47	-1	3	0	9
CC12CCCC(C(C#N)C(N)=O)(C1)NC(=O)C2C#N (stereo unspecified)	11	5	10	-2	-6	-3	-19	-10	-3	0	4
CC1C(=O)CCC1(C(=O)O)c1ccccc1 (stereo unspecified)	2	-4	2	6	-3	-7	10	-11	4	98*	-6
Cc1cccc(C)c1OCC(=O)Nc1ccccc1C(=O)N1CCOCC1	3	-12	-1	-2	-24	-2	-12	-4	-10	-5	22
CCN(CC)Cc1ccccc1Sc1ccccc1	0	4	2	1	-21	-11	-11	5	-5	-7	-10
CCc1ccc(OCC(=O)NCCN(C)C)c(Br)c1	-24	-3	-12	-3	3	13	-20	-10	-10	5	-16
COc1c(N2CCN(C(=S)NCc3ccccc3)C(C)C2)c(F)cc2c(=O)c(C(=O)O)cn(C3CC3)c12 (stereo unspecified)	-2	28	-2	-19	23	-6	9	0	-2	-10	7
CC(=O)N1Cc2ccccc2CC1C(=O)O (stereo unspecified)	6	-1	13	-1	-29	12	-3	-17	0	-4	17
COCCSc1nnc(NC(=O)c2cc(C(=O)OC)cc([N+](=O)[O-])c2)s1	-36	-1	-9	5	3	3	-3	1	-7	-7	-14
CCCOc1ccc(N2C(=O)CC(SC(=NC)Nc3ccc(F)cc3)C2=O)cc1 (stereo unspecified)	7	-14	7	-13	-3	-4	8	1	5	17	13
S=C(NCCc1ccccc1)N1CCN(C23CC4CC(CC(C4)C2)C3)CC1	-2	4	7	-1	11	5	-1	8	7	-11	14
CC12CC3CC(C)(C1)CC(C(=O)N1CCN(C(=O)C4CCCO4)CC1)(C3)C2 (stereo unspecified)	-8	-8	-21	-7	10	-6	-14	-7	-3	9	14
Cn1c2ccccc2c(=O)c2cc(C#CC3=CCCCC3)ccc21	-40	43	-35	-10	60*	-17	16	-31	-4	48	-12
Cc1ccc(S(=O)(=O)N[C@H](C(=O)OCC(=O)NC(=O)c2cccn2C)C(C)C)cc1	12	-11	-4	-9	6	3	10	6	-3	-19	4
O=C(CCCSc1nc2ccccc2[nH]1)Nc1nnc(-c2ccccc2)o1	-2	10	4	-9	6	-8	14	8	-3	11	6

Not all compounds are listed; count on the stated rates, not on these rows.
